Assay outcomes from PubChem BioAssay.
hcGAS inh – inhibitors of human cGAS; Q8N884; recombinant h-cGAS, ATP depletion, Kinase-Glo luminescence; inhibition, % at 12.5 µM; 290,000 compounds, 0.081% hits;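 note: 0% = vehicle reaction and 100% = reaction without DNA for no activity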
Target sequence (Q8N884 whole entry, looked up): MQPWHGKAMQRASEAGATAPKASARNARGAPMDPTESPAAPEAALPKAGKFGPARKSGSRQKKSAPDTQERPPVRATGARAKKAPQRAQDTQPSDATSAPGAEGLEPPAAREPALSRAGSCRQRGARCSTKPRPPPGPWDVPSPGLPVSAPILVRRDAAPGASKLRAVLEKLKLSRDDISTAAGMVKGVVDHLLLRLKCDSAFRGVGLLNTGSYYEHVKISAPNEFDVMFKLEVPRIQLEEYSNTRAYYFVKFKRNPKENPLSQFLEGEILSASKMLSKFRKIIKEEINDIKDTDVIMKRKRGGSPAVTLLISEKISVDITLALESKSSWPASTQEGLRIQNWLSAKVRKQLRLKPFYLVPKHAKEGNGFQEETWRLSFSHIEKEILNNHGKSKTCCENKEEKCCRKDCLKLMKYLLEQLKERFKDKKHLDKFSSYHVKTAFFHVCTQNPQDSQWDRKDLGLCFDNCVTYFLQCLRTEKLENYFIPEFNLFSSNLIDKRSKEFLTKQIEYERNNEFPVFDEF
mcGAS inh – blocks mouse cGAS activity; Q8C6L5; recombinant cGAS, Kinase-Glo ATP depletion luminescence; inhibition, % at 12.5 µM; 160,000 compounds, 0.15% hits;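 note: 0% = negative control wells and 100% = reference inhibitor with no enzyme activity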
NPYLR7 agonist – activates Aedes aegypti NPYLR7 receptor; HEK293T NPYLR7/Galpha15, GCaMP6s calcium fluorescence; activation, % at 10 µM; 270,000 compounds, 0.15% hits; AID 1259423; in the data active = activation above about 40%;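 note: 0% = vehicle and 100% = reference agonist at the receptor; some compounds past the cut are filed as inactive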
* = called active by the depositor; x = not tested or not shown; & = joins results of further samples. Cut-off read from the data, not from the text of the source, unless noted: active = inhibition above about 40%; inactive = the rest.

#1 COCCN1CCCC(O)(CN2CCCN(c3ncccn3)CC2)C1=O (stereo unspecified)
#2 COC(=O)[C@@H]1C[C@H](NC(=O)c2cnc(Nc3ccccc3)nc2)CN1C
#3 CC(=O)Nc1ccc(NC(=O)CC2Cn3ncc(-c4ccccc4)c3NC2=O)cc1 (stereo unspecified)
#4 Cc1cc(NC(=O)CSc2ccc3nnc(CCNC(=O)c4ccccc4)n3n2)no1
#5 CCCn1c(C)c(CC(=O)N(C)Cc2nonc2C)c2c1CC(C)(C)CC2=O
#6 Cc1ccn2c(C(=O)N3CCC4(CCOCC4)CC3)c(C)nc2c1
#7 CN(CC(=O)Nc1ccc(N2CCCC2)cc1)Cc1ccsc1
#8 Nc1nc(Cl)cc(NCc2cccnc2-n2cccn2)n1

| assay / compound | 1 | 2 | 3 | 4 | 5 | 6 | 7 | 8 |
| --- | --- | --- | --- | --- | --- | --- | --- | --- |
| hcGAS inh | -0.5 | 2.2 | -8.4 | -8.3 | -2.0 | -3.8 | -2.2 | -4.5 |
| mcGAS inh | -10.1 | -5.0 | -8.3 | -7.1 | x | -13.6 | -10.8 | x |
| NPYLR7 agonist | 9.3 | 1.8 | 3.4 | 29.8 | 3.6 | x | 4.6 | 8.6 |

#9 CCOC(=O)c1c(NC(=O)[C@H](C)OC(C)=O)sc2c1CCN(C)C2
#10 COCc1ccccc1CNC(=O)Nc1cc(Cl)ccc1OC
#11 O=C(NCC1CCCO1)c1cc2n(n1)CCN(Cc1cccc(F)c1)C2=O (stereo unspecified)
#12 Cc1c(C(=O)NCc2ccco2)c(C(F)(F)F)nn1C1CCCN(C)C1 (stereo unspecified)
#13 COCC(=O)Nc1c(C)c(C(C)(C)C)nn1-c1ccccc1
#14 COCC1(C(=O)N(C)C(C)c2nccs2)CCC1 (stereo unspecified)
#15 CCOc1ncccc1CN1CCCC(C(=O)NCCCO)C1 (stereo unspecified)
#16 O=C(C1CCCC1)N1CCCC(N2CCN(CCOc3ccccc3)CC2)C1 (stereo unspecified)

| assay / compound | 9 | 10 | 11 | 12 | 13 | 14 | 15 | 16 |
| --- | --- | --- | --- | --- | --- | --- | --- | --- |
| hcGAS inh | -8.9 | -7.9 | -3.1 | -8.5 | 0.8 | -3.5 | -5.1 | 1.1 |
| mcGAS inh | -4.3 | x | -5.0 | x | x | -0.3 | -4.1 | 0.8 |
| NPYLR7 agonist | 12.7 | 1.7 | 15.2 | 18.6 | -0.7 | x | 6.8 | -4.9 |

In a second layout: entries from further up
nr	Molecule	hcGAS inh	mcGAS inh	NPYLR7 agonist
11	O=C(NCC1CCCO1)c1cc2n(n1)CCN(Cc1cccc(F)c1)C2=O (stereo unspecified)	-3.1	-5.0	15.2
14	COCC1(C(=O)N(C)C(C)c2nccs2)CCC1 (stereo unspecified)	-3.5	-0.3	x
16	O=C(C1CCCC1)N1CCCC(N2CCN(CCOc3ccccc3)CC2)C1 (stereo unspecified)	1.1	0.8	-4.9
13	COCC(=O)Nc1c(C)c(C(C)(C)C)nn1-c1ccccc1	0.8	x	-0.7

(next part)
#17 COc1cccc(CCNC(=O)c2cc(N(C)C3CCCCC3)nc3ccccc23)c1
#18 O=C(c1ccc(F)cc1)N(Cc1ccco1)Cc1nccn1Cc1ccccc1Cl
#19 CN1C(=O)C2(CCCN(C(=O)CCCn3cccn3)C2)c2ccccc21 (stereo unspecified)
#20 CCCCCC(=O)N1C[C@H](C(N)=O)[C@H]2c3ccccc3N(CCOC)C(=O)[C@]21C
#21 CCN(CC)S(=O)(=O)c1ccc(Cl)c(C(=O)OC)c1
#22 CC(=O)N(C)CC(=O)NCc1ccc(Br)cc1Cl
#23 CC1c2ccsc2CCN1C(=S)NC1CC2CCC1C2 (stereo unspecified)
#24 N#Cc1cccnc1N(CCO)CCc1ccccc1

| assay / compound | 17 | 18 | 19 | 20 | 21 | 22 | 23 | 24 |
| --- | --- | --- | --- | --- | --- | --- | --- | --- |
| hcGAS inh | -2.0 | -2.4 | -0.1 | -5.8 | 0.1 | -12.0 | -7.5 | -4.3 |
| mcGAS inh | -4.9 | -5.3 | -10.6 | -9.0 | -5.4 | x | x | x |
| NPYLR7 agonist | 20.2 | -2.0 | 1.5 | 5.8 | 0.6 | 7.1 | -0.7 | 0.7 |

Already shown: entries from further up.
#8 Nc1nc(Cl)cc(NCc2cccnc2-n2cccn2)n1
#9 CCOC(=O)c1c(NC(=O)[C@H](C)OC(C)=O)sc2c1CCN(C)C2
#10 COCc1ccccc1CNC(=O)Nc1cc(Cl)ccc1OC
#11 O=C(NCC1CCCO1)c1cc2n(n1)CCN(Cc1cccc(F)c1)C2=O (stereo unspecified)

| assay / compound | 8 | 9 | 10 | 11 |
| --- | --- | --- | --- | --- |
| hcGAS inh | -4.5 | -8.9 | -7.9 | -3.1 |
| mcGAS inh | x | -4.3 | x | -5.0 |
| NPYLR7 agonist | 8.6 | 12.7 | 1.7 | 15.2 |

Another view of three compounds above.
No. | Structure | hcGAS inh | mcGAS inh | NPYLR7 agonist
20 | CCCCCC(=O)N1C[C@H](C(N)=O)[C@H]2c3ccccc3N(CCOC)C(=O)[C@]21C | -5.8 | -9.0 | 5.8
21 | CCN(CC)S(=O)(=O)c1ccc(Cl)c(C(=O)OC)c1 | 0.1 | -5.4 | 0.6
22 | CC(=O)N(C)CC(=O)NCc1ccc(Br)cc1Cl | -12.0 | x | 7.1

Next part
#25 CC(C)=CCC/C(C)=C/CC/C(C)=C/CC/C(C)=C/CC/C(C)=C/CC/C(C)=C/CC/C(C)=C/CC/C(C)=C/CC/C(C)=C/CO
#26 CN(C)c1ccc(Nc2nccc(Oc3ccc(F)cc3)n2)cn1
#27 CCSc1nnc2n1CCN2c1ccccc1
#28 O=C1CCCCC1Sc1nc2sccc2c(=O)n1-c1ccccc1 (stereo unspecified)
#29 O=C(Nc1cccc(Cl)c1)c1nn2c(C(F)(F)F)cc(-c3cccs3)nc2c1Cl
#30 CC(C(=O)N1CC(=O)Nc2ccccc21)N(Cc1ccc(F)cc1)C1CC1 (stereo unspecified)
#31 O=C(NCc1cc(-c2ccccc2)on1)c1ccc2oc(Cc3ccccc3)nc2c1
#32 Cc1nn(-c2ccccc2)c(Oc2ccccc2)c1CN(CC(O)CN1CCOCC1)CC1CCCO1 (stereo unspecified)

| assay / compound | 25 | 26 | 27 | 28 | 29 | 30 | 31 | 32 |
| --- | --- | --- | --- | --- | --- | --- | --- | --- |
| hcGAS inh | -3.4 | -7.9 | -5.2 | 6.3 | 2.3 | -4.7 | -6.1 | -5.0 |
| mcGAS inh | x | x | -9.4 | x | -3.3 | -15.7 | -9.3 | -4.6 |
| NPYLR7 agonist | -4.8 | 5.2 | -3.4 | -6.3 | -12.7 | -0.9 | 4.1 | -9.1 |

A second format for some results above:
item	mol	hcGAS inh	mcGAS inh	NPYLR7 agonist
8	Nc1nc(Cl)cc(NCc2cccnc2-n2cccn2)n1	-4.5	x	8.6
9	CCOC(=O)c1c(NC(=O)[C@H](C)OC(C)=O)sc2c1CCN(C)C2	-8.9	-4.3	12.7

Continued:
#33 CC1=NN(Cc2ccccc2C)c2nc3c(c(=O)n(C)c(=O)n3C)n2C1
#34 O=S(=O)(c1ccc(F)cc1)N1CCN(c2c3c(nc4ncnn24)CCC3)CC1
#35 COCCN(CCN(C(C)=O)c1ccc(F)cc1)C(C)=O
#36 Cc1c(C=Cc2ccsc2)n[nH]c(=O)c1C#N
#37 O=C(c1ccc(-c2ccc3c(c2)OCCO3)s1)N1CC(=O)N2CCc3cc(F)ccc3C2C1 (stereo unspecified)
#38 CN1CCCc2cc(NC(=O)NCCC(=O)NC3CCCC3)ccc21
#39 COc1ccc(-n2nc(C(=O)N3CCCC3)c(=O)n(Cc3cccc(C(F)(F)F)c3)c2=O)cc1OC
#40 Cc1c(CCC(C)C)c(NCCN2CCOCC2)n2c(nc3ccccc32)c1C#N

| assay / compound | 33 | 34 | 35 | 36 | 37 | 38 | 39 | 40 |
| --- | --- | --- | --- | --- | --- | --- | --- | --- |
| hcGAS inh | 3.8 | -3.2 | -4.9 | -8.6 | -3.4 | -8.8 | -9.0 | -7.8 |
| mcGAS inh | 0.7 | -4.8 | x | x | -6.1 | -8.1 | -6.6 | -6.8 |
| NPYLR7 agonist | -4.0 | 4.7 | 7.1 | 6.9 | 36.2 | 0.7 | 10.5 | 7.6 |

#41 Cc1ccc(Cl)c2sc(N(CCCN3CCOCC3)C(=O)c3ccc(C#N)cc3)nc12
#42 O=c1c2nc(N3CCOCC3)sc2c(-c2cccs2)nn1Cc1cccc2ccccc12
#43 COc1cccc(Nc2nccc3[nH]c(-c4cccc(OC)c4F)nc23)c1
#44 CN(C)c1nc2c(c(=O)[nH]1)CCN(C(=O)c1ccccc1C(F)(F)F)C2
#45 CN1CCC(N(C)P2(=O)C=C(c3ccccc3)SC(c3ccccc3)=C2)CC1
#46 CCCCC(CC)C(=O)Nc1c(-c2ccccc2OC)nc2cc(C)ccn12 (stereo unspecified)
#47 Cc1ccccc1-n1c(SCc2ccc(C(=O)N3CCOCC3)cc2)nnc1-c1ccccc1Cl
#48 C=CCN=C1NS(=O)(=O)c2ccccc21

| assay / compound | 41 | 42 | 43 | 44 | 45 | 46 | 47 | 48 |
| --- | --- | --- | --- | --- | --- | --- | --- | --- |
| hcGAS inh | -3.0 | -7.5 | -6.4 | -3.0 | 6.0&-1.7 | -5.5 | -6.8 | -4.8 |
| mcGAS inh | -5.0 | -9.3 | -7.3 | -13.2 | -6.9 | -7.2 | -10.6 | -6.6 |
| NPYLR7 agonist | -0.3 | -2.2 | -4.6 | 2.2 | 3.0&1.4 | -10.0 | 16.0 | 4.7 |

#49 COC(=O)c1ccc(CSc2ccc(NC(=O)c3ccco3)nn2)o1
#50 CCCn1cc(C(=O)N(Cc2ccccn2)CC2CCCO2)c(C)n1 (stereo unspecified)
#51 CCC(CO)NC(=O)CN1CCN(c2ccc3c(c2)OCCO3)C1=O (stereo unspecified)
#52 O=C(c1cnn2c1NC(c1cccs1)CC2C(F)(F)F)N1CCSCC1 (stereo unspecified)
#53 O=C(CC1CC2CCC1C2)NC1CCOc2ccccc21 (stereo unspecified)
#54 CCC(C)NC(=O)CN1CCc2cc(-c3csc(C)n3)ccc21 (stereo unspecified)
#55 N#CCCN1CCN(C(=O)CCc2cc3c(n2-c2ccc4c(c2)OCO4)-c2ccccc2CC3)CC1
#56 CC(C)c1nccc(CN2CCCC2c2ccc(F)cc2)n1 (stereo unspecified)
#57 COc1cccc(C(=O)Nc2cccc(-n3nc(OCC(C)C)nc3-c3ccc(F)cc3)c2)c1
#58 CC(NC(=O)c1csc2c1CCCC2)c1nnc2n1CCC2 (stereo unspecified)

| assay / compound | 49 | 50 | 51 | 52 | 53 | 54 | 55 | 56 | 57 | 58 |
| --- | --- | --- | --- | --- | --- | --- | --- | --- | --- | --- |
| hcGAS inh | -0.3 | -2.5 | -8.0 | -0.2 | -5.5 | -11.0 | -5.5 | -10.3 | -11.4 | -6.7 |
| mcGAS inh | x | -13.0 | x | -3.8 | -8.1 | -8.8 | -7.4 | -11.3 | -4.4 | x |
| NPYLR7 agonist | 5.4 | -3.1 | 2.1 | 5.3 | 4.1 | 5.4 | 16.0 | 5.7 | 15.1 | -0.6 |

The order is random; overall some 0.29% were active at least once.
